DDE Tn6 FP inh: disrupts Tn6 cyclic peptide binding to fibrin D-Dimer-E complex; Fibrin DD(E) TRITC-Tn6 fluorescence polarization displacement; P02675; hit rate 0.21% among 370,000; inhibition, % at 8.3 µM;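 active = inhibition above a per-campaign cutoff: mean of compounds within control limits plus 3 SD, cut at about 15% in these data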;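 also: 0% = median of all compound wells on the plate and 100% = blocking peptide control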
proKLK7 act: activates the human kallikrein-7 zymogen; activation, % at 7 µM; P49862; purified proKLK7, EDANS-DABCYL substrate fluorescence; 100% is mature enzyme control, 0% vehicle; hit rate 0.9% among 370,000;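 active = activation above the mean of all tested compounds plus 3 SD, computed per campaign excluding outliers beyond control limits, cut at about 13% in these data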
Target sequence (P49862 whole entry, looked up): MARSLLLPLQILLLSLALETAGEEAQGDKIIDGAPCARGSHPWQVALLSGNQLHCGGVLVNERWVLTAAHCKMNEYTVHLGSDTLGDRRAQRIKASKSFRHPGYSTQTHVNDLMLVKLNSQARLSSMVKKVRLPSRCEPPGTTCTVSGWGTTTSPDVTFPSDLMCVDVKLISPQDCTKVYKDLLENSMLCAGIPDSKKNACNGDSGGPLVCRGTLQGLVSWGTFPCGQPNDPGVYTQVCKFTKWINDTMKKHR
ADAM10 inh: inhibitors of human ADAM10 | O14672 | inhibition, % at 7 µM | hit rate 0.62% among 370,000 | recombinant ADAM10, EDANS/DABCYL FRET peptide cleavage, 3 h;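 active = inhibition above a per-campaign cutoff equal to the mean of compounds falling between control-based bounds plus 3 SD, cut at about 20% in these data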;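 also: 0% = DMSO wells while the 100% control is not disclosed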
TDP2 absorb: blocks human TDP2 phosphodiesterase activity | O95551 | recombinant TDP2, T5PNP hydrolysis, p-nitrophenol absorbance 415 nm | inhibition, % at 12.8 µM | hit rate 0.34% among 370,000 | AID 720702;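 active = inhibition above the mean of all tested compounds plus 3 SD, set per campaign, cut at about 25% in these data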;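 also: 0% = DMSO with enzyme and 100% = buffer with substrate but no TDP2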
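Test system: Human TDP2 enzyme | Reagent: 5 mM T5PNP | Compound dosing: 12.8 µM single point, 1% DMSO | Incubation: Enzyme reaction with compound for 2 h at 37 °C | Technique: p-Nitrophenol epi absorbance | Read-out: % inhibition relative to enzyme-containing and enzyme-free wells | Benchmarks: High control without enzyme, low control DMSO plus TDP2 | Replicates: Singlicate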
ARFGAP1 inhibitor: inhibits rat ARF GTPase activating protein 1. Q62848. Arfgap1-stimulated ARF1 GTP hydrolysis, GDP FP detection. inhibition, % at 16.5 µM. hit rate 0.26% among 360,000;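 active = inhibition above a per-plate limit, mean inhibition of low control wells plus 3 SD, cut at about 25% in these data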;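 also: 0% = DMSO wells with enzyme and 100% = wells lacking Arfgap1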
Target sequence (Q62848 1-136 limits assumed): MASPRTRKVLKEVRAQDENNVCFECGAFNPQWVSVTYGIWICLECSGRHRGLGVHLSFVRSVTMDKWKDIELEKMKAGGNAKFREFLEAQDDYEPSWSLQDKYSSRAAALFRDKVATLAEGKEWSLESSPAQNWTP
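Material: truncated rat Arfgap1 GAP domain; Incubation: compound-enzyme preincubation 20 min, reaction 120 min, detection 60 min, 25 °C; Read-out: percent inhibition of Arfgap1-stimulated GTP hydrolysis; Technique: FP, GDP Alexa 633 tracer displaced from anti-GDP antibody, 620/688 nm; Controls: No-Arfgap1 wells (100%) versus DMSO full-reaction wells (0%); Replication: single well per compound.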
ADAM17 inh: inhibitors of human ADAM17. recombinant ADAM17, EDANS/DABCYL FRET peptide cleavage. inhibition, % at 6.95 µM. hit rate 0.83% among 370,000;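 active = inhibition above the mean of compounds lying between control limits plus 3 SD, set per campaign, cut at about 8.5% in these data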;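 also: 0% = DMSO-only wells as the low control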
Target sequence (P78536 215-824 limits assumed): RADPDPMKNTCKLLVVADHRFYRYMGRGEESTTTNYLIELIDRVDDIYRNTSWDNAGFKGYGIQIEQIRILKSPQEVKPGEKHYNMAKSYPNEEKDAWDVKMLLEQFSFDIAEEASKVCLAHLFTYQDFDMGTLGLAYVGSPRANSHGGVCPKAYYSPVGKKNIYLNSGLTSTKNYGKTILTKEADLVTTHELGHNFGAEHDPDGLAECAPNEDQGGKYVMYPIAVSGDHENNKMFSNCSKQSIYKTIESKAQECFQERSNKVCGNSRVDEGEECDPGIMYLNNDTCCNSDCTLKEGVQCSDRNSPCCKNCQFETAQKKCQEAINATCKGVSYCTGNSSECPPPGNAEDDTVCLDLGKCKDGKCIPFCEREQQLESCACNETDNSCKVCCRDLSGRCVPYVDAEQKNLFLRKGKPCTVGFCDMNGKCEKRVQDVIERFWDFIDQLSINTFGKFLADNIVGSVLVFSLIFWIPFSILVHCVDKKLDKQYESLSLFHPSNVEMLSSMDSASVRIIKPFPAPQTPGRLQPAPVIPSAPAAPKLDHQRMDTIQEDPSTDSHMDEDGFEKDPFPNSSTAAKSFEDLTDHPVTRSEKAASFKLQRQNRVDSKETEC
Tn7 DDE FP: inhibitors of Tn7 peptide binding to human fibrin DD(E); P02675; FP displacement of FITC-Tn7 peptide from fibrin DD(E); 0% = median of compound wells per plate; inhibition, % at 8.3 µM; hit rate 0.13% among 370,000;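 active = inhibition above the mean of compounds falling within the control limits plus 3 SD of them, cut at about 14% in these data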;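 also: 0% = plate median of compound wells and 100% = 10 µM Aha-Tn7 peptide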
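Measure: % inhibition scaled between sample-field median and high-control FP; Test system: human fibrin DD(E); Quantity: 2 µM final DD(E) protein; Doses: one dose, 8.3 µM nominal; Schedule: compound with protein 10 min, then 3 h after probe, room temperature; Detection: fluorescence polarization; Medium: Tris buffer with calcium and detergent, pH 7.8.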
LEDGF integ inh: blocks HIV-1 LEDGF/p75-dependent DNA integration; TR-FRET IN-LEDGF/p75 DNA integration, Eu/Cy5; inhibition, % at 3.7 µM; hit rate 0.64% among 370,000; AID 743269;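 active = inhibition above the screen-wide mean plus 3 SD, cut at about 13% in these data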;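 also: signal is the Cy5 over europium emission ratio at 671 and 618 nm; 0% = plate median of compound wells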
PLCg1 inh: PLC-gamma1 (human) inhibition, primary screen; hit rate 0.84% among 370,000; P19174; inhibition, % at 12.2 µM; purified PLC-gamma1, fluorogenic substrate, fluorescence; in the data active = inhibition above about 9.5%
ASAP1 inh: blocks human ASAP1-stimulated Arf1 GTP hydrolysis. hit rate 0.19% among 360,000. GDP FP detection. inhibition, % at 16.5 µM; in the data active = inhibition above about 25%;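 also: 0% = vehicle with enzyme and substrate and 100% = no enzyme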
Active calls of the source: *; . = not tested or not shown.

SMILES	DDE Tn6 FP inh	proKLK7 act	ADAM10 inh	TDP2 absorb	ARFGAP1 inhibitor	ADAM17 inh	Tn7 DDE FP	LEDGF integ inh	PLCg1 inh	ASAP1 inh
CCN(CC)C(=O)N1CCC(NC(=O)Cc2ccccc2)CC1	-3	-0.2	3	-8	3	9.4*	1	5	2	0
COc1cc(C(=O)Oc2ccc3ccc(O)cc3c2)cc(OC)c1OC	-9	-0.6	12	-1	7	3	-6	1	-2	12
Nn1c(SCC(=O)Nc2ccc3c(c2)OCCO3)nnc(CCC(=O)O)c1=O	-5	0.0	2	-18	8	-3	5	-1	-2	-1
Cc1cccc(OCCn2c(=O)n(C)c3ccccc32)c1	0	0.8	0	-13	0	3	-6	3	-3	7
Cn1c(=O)[nH]c(=O)c2c1nc(NCCN)n2CCOc1ccccc1	10	0.0	3	0	4	-3	-4	-5	-4	-5
CCCCN(C(=O)c1ccc(S(=O)(=O)N2CCCCC2)cc1)C1CCS(=O)(=O)C1 (stereo unspecified)	0	0.2	3	-13	-13	7	0	5	7	-21
Cn1cccc1/C=N/N1CCN(Cc2ccc(Cl)cc2)CC1	-2	1.0	-2	0	-6	0	-10	4	-1	0
COc1cc2c(cc1OC)CN(C(=O)C1CCCN(C(=O)c3ccc(Cl)cc3)C1)CC2 (stereo unspecified)	9	3.9	-13	2	-5	-4	1	5	-17	15
Cn1c(=N)n(CC(=O)c2ccc(Cl)c(Cl)c2)c2ccccc21	-4	-1.9	-5	12	8	3	4	-3	-6	7
Clc1ccc(-c2nc3ncccn3c2Nc2ccc3c(c2)OCO3)cc1	-4	-0.1	-5	-5	22	-4	-3	-1	-5	-4
O=C(OCc1cccc(Cl)c1)c1cc(S(=O)(=O)N2CCCCC2)ccc1N1CCOCC1	0	-0.1	-2	11	-6	3	3	3	3	-6
O=C(CCc1nc2ccccc2s1)Nc1cccnc1	8	-0.2	13	1	0	1	-10	5	5	-7
O=C(Nc1ccc(F)cc1F)c1ccc(-n2cccn2)c([N+](=O)[O-])c1	-3	0.3	14	-10	9	3	-5	7	4	8
COc1ccc(/C=N/NC(=O)COc2ccc3ccccc3c2)c(C(=O)O)c1OC	-2	0.1	-16	-2	-12	-1	-2	-3	-6	-5
COC(=O)C1CCN(c2cc(=O)n(-c3ccccc3Cl)c(=O)[nH]2)CC1	3	-0.3	0	6	-2	-5	10	1	-3	0
c1ccc(-c2sc3ccccc3c2-c2ccc(OCCN3CCCCC3)cc2)cc1	0	-0.4	4	-9	13	0	-1	0	4	2
O=C1CC(N(O)c2ccccc2)C(=O)N1c1ccc(Cl)c(Cl)c1 (stereo unspecified)	9	34*	-25	14	2	-2	4	-1	-13	12
Cc1cc(OCc2cccc(Cl)c2)c(C)cc1CN1CCOCC1	1	0.1	-7	-9	7	-3	10	-4	0	-3
COc1ccc(-c2cc(=O)c3cc(C)ccc3[nH]2)cc1	1	0.3	-103	11	4	-27	0	-1	-10	9
Nc1c(C(=O)OCC(=O)Nc2ccc(Cl)cc2[N+](=O)[O-])[nH]c(=O)[nH]c1=O	-1	14*	-6	18	1	-2	-1	-2	4	-15
COC(=O)c1ccc(-n2cnc(Cl)n2)c(F)c1	6	0.9	0	-5	10	-1	-5	-4	0	3
O=C(Nc1ccccc1Cc1ccccc1)C1CC(=O)N(c2ccc3c(c2)OCCO3)C1 (stereo unspecified)	-5	0.1	-3	-7	7	2	-10	4	4	-13
COc1ccc(C2=Nn3c(C)nnc3SC2)cc1	3	0.1	-3	5	-4	-8	4	0	3	-4
Brc1ccccc1OCCCOc1cccc2cccnc12	-3	-0.5	3	6	-2	1	1	-4	-14	-1
COCCNC(=O)C1CCCN(C(=O)Cc2ccc(F)cc2)CC1 (stereo unspecified)	-3	0.0	3	5	4	0	-6	1	3	-2
CCN(CC)S(=O)(=O)c1ccc(C(=O)NCCOC(=O)c2ccc(F)cc2F)cc1	5	-0.4	1	-10	1	1	3	-2	-2	-10
CCCCn1c(N)c(N(CCOC)C(=O)COC(=O)COc2ccccc2C#N)c(=O)[nH]c1=O	4	-0.7	-8	-1	4	-6	4	-7	-5	7
CCCOc1ccc(N2C(=O)CC(N3CCC(C(=O)OCC)CC3)C2=O)cc1 (stereo unspecified)	-2	-0.1	9	1	3	-1	0	6	0	13
O=C(COc1ccc(Cl)cc1)NCc1nnc(SCC(=O)Nc2ccc(F)cc2F)o1	3	0.2	-5	2	0	-3	2	2	-1	8
Cc1cc(C(C)(C)C)cc(C)c1Cn1c2[n+](c3ccc(C(F)(F)F)cc31)CCCCC2	-12	-1.0	9	-14	2	0	-9	1	2	5

Reprinted from the part before: five entries, then new ones.
SMILES	DDE Tn6 FP inh	proKLK7 act	ADAM10 inh	TDP2 absorb	ARFGAP1 inhibitor	ADAM17 inh	Tn7 DDE FP	LEDGF integ inh	PLCg1 inh	ASAP1 inh
CCN(CC)S(=O)(=O)c1ccc(C(=O)NCCOC(=O)c2ccc(F)cc2F)cc1	5	-0.4	1	-10	1	1	3	-2	-2	-10
CCCCn1c(N)c(N(CCOC)C(=O)COC(=O)COc2ccccc2C#N)c(=O)[nH]c1=O	4	-0.7	-8	-1	4	-6	4	-7	-5	7
CCCOc1ccc(N2C(=O)CC(N3CCC(C(=O)OCC)CC3)C2=O)cc1 (stereo unspecified)	-2	-0.1	9	1	3	-1	0	6	0	13
O=C(COc1ccc(Cl)cc1)NCc1nnc(SCC(=O)Nc2ccc(F)cc2F)o1	3	0.2	-5	2	0	-3	2	2	-1	8
Cc1cc(C(C)(C)C)cc(C)c1Cn1c2[n+](c3ccc(C(F)(F)F)cc31)CCCCC2	-12	-1.0	9	-14	2	0	-9	1	2	5
O=C(c1ccccc1)c1ccc2c(c1)OCCOCCOCCOCCO2	10	0.1	1	-2	-3	-2	14*	1	1	-6
CN(C)S(=O)(=O)c1cccc(NC(=S)NCc2ccc3c(c2)OCO3)c1	-1	-0.3	-2	13	11	1	3	2	2	1
COc1ccc(CC(N)c2csc(Nc3cc(NCCCO)ncn3)n2)cc1 (stereo unspecified)	3	-0.2	1	-7	4	-1	3	2	-3	-5
NS(=O)(=O)c1ccc(CCNC2CC(=O)N(CCc3ccccc3)C2=O)cc1 (stereo unspecified)	-3	0.9	4	0	4	-5	7	-2	-4	-3
CC(=O)NC(NC(C)=O)c1ccc(N(C)C)cc1	0	0.2	10	4	0	-1	-3	-1	0	-5
CCc1ccccc1NC(=S)N(Cc1cccc(C)c1)c1cccnc1	0	0.0	-8	13	-8	-5	0	1	-3	2
c1ccc(CNc2nc(N3CCN(Cc4ccccc4)CC3)nc3ccccc23)cc1	-5	-0.8	-52	-13	15	-19	5	-1	-6	-4
O=C(CSc1n[nH]c(-c2cccs2)n1)NC1CCS(=O)(=O)C1 (stereo unspecified)	3	-0.8	2	-16	-6	3	3	4	7	12
O=C(O)CC(Sc1n[nH]c(=S)s1)C(=O)O (stereo unspecified)	-2	-0.4	12	-2	-9	-1	1	3	6	-9
Cc1cc(C)cc(NCc2cc(=O)oc3cc(C)c(O)cc23)c1	-3	1.1	3	-1	3	-2	-4	0	-20	-1
COc1ccc(NC(=O)c2cccc3ccccc23)cc1OC	-1	0.1	-16	3	-2	-5	6	-1	-1	-6
CCOC(=O)[C@@]12CCC3=C1N(CCC3)C(=O)[C@H](CC(=O)NCc1ccccc1)C2	2	0.7	0	6	.	-3	2	3	5	.
CCN(CC)CCN(C(=O)c1ccc(C(=O)c2ccccc2)cc1)c1nc2ccc(OC)cc2s1	2	-0.4	7	9	1	-5	1	0	-3	8
COc1ccc(-c2nc(N3CCCC3)[nH]c(=O)c2C#N)cc1	-7	-0.2	-4	5	14	-5	-5	0	-4	-6
COc1ccc2nc(NC(=O)CN(c3ccc(C)cc3)S(=O)(=O)c3c(C)nn(C)c3C)sc2c1	-2	-0.2	15	-3	28*	3	4	1	-1	7

Shown with two lines to a compound: part of the list above
Under each structure: DDE Tn6 FP inh	proKLK7 act	ADAM10 inh	TDP2 absorb	ARFGAP1 inhibitor	ADAM17 inh	Tn7 DDE FP	LEDGF integ inh	PLCg1 inh	ASAP1 inh
Cn1c(=O)[nH]c(=O)c2c1nc(NCCN)n2CCOc1ccccc1
  10	0.0	3	0	4	-3	-4	-5	-4	-5
CCCCN(C(=O)c1ccc(S(=O)(=O)N2CCCCC2)cc1)C1CCS(=O)(=O)C1 (stereo unspecified)
  0	0.2	3	-13	-13	7	0	5	7	-21
Cn1cccc1/C=N/N1CCN(Cc2ccc(Cl)cc2)CC1
  -2	1.0	-2	0	-6	0	-10	4	-1	0

Other records.
SMILES	DDE Tn6 FP inh	proKLK7 act	ADAM10 inh	TDP2 absorb	ARFGAP1 inhibitor	ADAM17 inh	Tn7 DDE FP	LEDGF integ inh	PLCg1 inh	ASAP1 inh
Cc1cc(NS(=O)(=O)c2ccc(NC(=O)COc3cc(C)c(Cl)c(C)c3)cc2)no1	-10	0.1	-14	5	18	-5	9	-4	0	8
CS(=O)(=O)N(CC(=O)NCc1ccncc1)C1CCCCC1	10	-0.2	-7	-7	-3	-1	-2	-10	4	1
C=CCSC1=C(C#N)C(c2ccccc2)CC(=O)N1 (stereo unspecified)	7	-0.4	0	0	-10	-1	-2	0	2	7
COC(=O)[C@]1(C)N[C@H](c2ccc(-c3ccc(F)cc3)cc2)[C@@H]2C(=O)N(C)C(=O)[C@@H]21	2	-0.2	-10	3	-9	-7	5	-1	0	-3
CCN1CCN(c2ncnc3scc(-c4ccc(C)c(C)c4)c23)CC1	0	0.5	-3	17	7	-1	2	4	0	11
C[C@@H]1CN([C@@H](C)CO)C(=O)c2cccc(NS(C)(=O)=O)c2O[C@H]1CN(C)Cc1ccc(C(=O)O)cc1	2	0.9	-10	6	-18	-4	5	1	-4	-2
CC(NC(=O)CCC(=O)c1cccs1)c1ccccc1 (stereo unspecified)	-1	0.0	0	2	2	1	0	3	-5	4
